High-throughput results from PubChem.
EphA4 KYL inhibition: EphA4 ligand-binding antagonists – biochemical, colorimetric, mouse EphA4, primary screen (AID 689); EphA4-AP binding to KYL peptide, pNPP A405; higher % means a stronger effect; inhibition, % at 10 µM, or IC50 in µM where a hit was titrated; 0.1% of 62,000 active; in the data active = a potency from the dose series; inactive = the rest, 99 in 100 with inhibition below about 22%
* = called active by the depositor; & = joins results of further samples. An excerpt. The share of hits here may be higher or lower than overall.

SMILES | EphA4 KYL inhibition
CCC(=O)Nc1cccc(NC(=O)CSc2nnc(-c3ccc(NS(C)(=O)=O)cc3)n2C)c1 | -4%
O=S(=O)(c1ccc(OCC(O)CN2CCN(c3ccccc3O)CC2)cc1)N1CCOCC1 (centres undefined) | 6%
Cc1ccc(C(=O)NCCCNc2ccc([N+](=O)[O-])cc2)cc1 | -2%
O=C(O)CCC(=O)N1CCN(c2nc(-c3ccccc3Cl)c3cc(Br)ccc3n2)CC1 | 8%
O=C(NC(NCc1ccccn1)(C(F)(F)F)C(F)(F)F)c1ccco1 | -7%
Cc1cc(C)nc(SCCC(=O)Nc2cccc3ccccc23)n1 | -9%
COc1ccc(C(CNC(=O)c2cccc(N(C)C)c2)N2CCCC2)cc1 (centres undefined) | -7%
CC(C)CNc1ncnc2c1sc1nc(N3CCOCC3)c3c(c12)CC(C)(C)OC3 | -12%
O=S(=O)(Nc1ccc(S(=O)(=O)N2CCOCC2)cc1)c1ccccc1 | -2%
Clc1ccc(SCc2cn3cccnc3n2)cc1 | -5%
COc1ccc(C2C(C(=O)OCC(=O)N3CCCCC3)CCC(=O)N2c2ccc(OC)cc2)cc1 (centres undefined) | -10%
Cc1ccc(OCC(=O)N/N=C\c2cn(C)c3ccccc23)c([N+](=O)[O-])c1 | -13%
O=c1c2cc3c(cc2[nH]c(=S)n1CCN1CCOCC1)OCO3 | -13%
CCn1c(=O)n(Cc2ccco2)c(=N)c2c3c(sc21)COC(C)(C)C3 | -10%
Cc1ccc(-c2nc(C3CCN(S(C)(=O)=O)CC3)no2)cc1 | 1%

3 entries from above, sorted by the number in EphA4 KYL inhibition, rising.
SMILES | EphA4 KYL inhibition
CC(C)CNc1ncnc2c1sc1nc(N3CCOCC3)c3c(c12)CC(C)(C)OC3 | -12%
CCn1c(=O)n(Cc2ccco2)c(=N)c2c3c(sc21)COC(C)(C)C3 | -10%
Cc1ccc(-c2nc(C3CCN(S(C)(=O)=O)CC3)no2)cc1 | 1%

Back to the main list with the 2 entries that preceded the break.
SMILES | EphA4 KYL inhibition
CCn1c(=O)n(Cc2ccco2)c(=N)c2c3c(sc21)COC(C)(C)C3 | -10%
Cc1ccc(-c2nc(C3CCN(S(C)(=O)=O)CC3)no2)cc1 | 1%
O=C(CSc1ccc2c(c1)OCCO2)NCC1CCCO1 (centres undefined) | -6%
CCc1nc2ccccc2c(C(=O)OC2CCOC2=O)c1C (centres undefined) | 1%
CCOC(=O)N1CCc2c(sc3nc4n(c(=O)c23)N=C(C)CS4)C1 | 3%
CCOc1ccc(N(CC(=O)Nc2c(C)cccc2C)S(=O)(=O)c2ccc(SC)cc2)cc1 | -16%
CNS(=O)(=O)c1ccc(C)cc1 | 2%
COC(=O)CCS(=O)(=O)c1ccc(NC(C)=O)cc1 | -5%
O=C(/C=C/c1ccc(-c2ccccc2[N+](=O)[O-])o1)c1cc2ccccc2o1 | 17%
COc1cccc2c1C(=O)c1ccc3ccccc3c1C2=O | -9%
COCCN(C(=O)CNC(=O)c1cccs1)C(C(=O)NC1CCCC1)c1cccs1 (centres undefined) | -18%
CCn1cnc2c(cnn2-c2ccccc2)c1=O | 1%
O=C1c2ccccc2NC(c2ccc3c(c2)OCO3)N1Cc1ccco1 (centres undefined) | -1%
COc1cc(CNCCO)cc(Br)c1OCc1ccccc1Cl | -9%
COc1cccc2c(=O)c(CCC(=O)O)c(C)[nH]c12 | 5%
COc1cc(/C=C2\C(=O)N(c3ccc(S(N)(=O)=O)cc3)N=C2C)cc(Br)c1O | -3%
COc1ccc(OC)c(-n2c(-c3ccc(C)cc3)n[nH]c2=S)c1 | -15%
S=C(Nc1ccccc1)Nc1ccc(OCc2ccccc2)cc1 | -6%
O=c1c2ccsc2ncn1Cc1ccccc1F | -18%
Cc1nc(NC(C)C)c2cnn(CCc3ccccc3)c2n1 | -5%
Cc1ccc(-c2csc(N(CCc3ccccc3)C(=O)COc3ccccc3)n2)cc1 | 5%
COc1ccc2[nH]c3c(=O)n(CCCCC(=O)N4CCCC4)c(=S)[nH]c3c2c1 | -8%
CCC(C)NC(=O)C1CCN(c2nc(C)cc(C)n2)CC1 (centres undefined) | -20%
CC1=C(C(=O)OC(C)C)C(c2cccs2)N2C(=O)C(C)SC2=N1 (centres undefined) | -30%
O=C(NCCN1CCOCC1)c1cc(-c2ccc(Br)cc2)on1 | -2%
COC(=O)C1=C(C)NC2=C(C(=O)CCC2)C1c1ccsc1 (centres undefined) | -8%
CC(C)(CO)NCC(=O)NCCNc1ccc([N+](=O)[O-])cc1Cl | -1%
C/C(=C\c1ccco1)C1Nc2cccc3cccc(c23)N1 | 5%
CCOc1ccccc1C1CC(c2ccc(F)cc2)Nc2nc(N)nn21 (centres undefined) | -3%
Cc1ccc2cc3cc(C(=O)NCc4ccco4)oc3nc2c1 | -8%
CCOC(=O)c1ccccc1NC(=O)c1cncc(Br)c1 | -6%
O=C(CC(SCc1ccco1)c1ccc(O)cc1)c1cccs1 (centres undefined) | -4%
CCn1c(SCC(=O)N2CCCC2)nnc1-c1ccc(S(=O)(=O)N2CCCCCC2)cc1 | -18%
CCCCN(CC)C(=O)Cn1ncc2c1-c1cc(C)ccc1OC2 | 0%
Cc1cc(=O)n2[nH]c(-c3ccc(F)cc3)nc2n1 | -8%
CCCCNC(=O)CCNC(=O)c1ccc(C(C)(C)C)cc1 | -4%
O=C(c1ccc(S(=O)(=O)N2CCC(c3nc4ccccc4[nH]3)CC2)cc1)N1CCOCC1 | -20%
CCOc1cc(C2Nc3ccccc3C(=O)N2Cc2ccccc2)ccc1O (centres undefined) | -9%
Cc1ccc(Cn2cc(/C=C/C(=O)O)c(-c3ccccc3)n2)cc1 | -1%
O=C(Nc1cnn(Cc2c(Cl)cccc2Cl)c1)c1ccc([N+](=O)[O-])cc1 | 6%
CC(O)Cc1nsc(NC(=O)c2cccs2)n1 (centres undefined) | 2%
COc1ccc(C)cc1NC(=O)CCS(=O)(=O)c1cccc2nonc12 | -6%
O=C(Nc1ccn(Cc2ccccc2F)n1)c1ccc(COc2ccc(Br)cc2)cc1 | 15%
O=C(NCCN1CCOCC1)c1cn(-c2ccccc2)nc1-c1cccs1 | 2%
O=C(COC(=O)Cc1ccc(S(=O)(=O)N2CCCCC2)s1)Nc1ccc2c(c1)OCO2 | 6%
CC(C)N(CCc1ccncc1)C(=O)Nc1ccc(Cl)c(Cl)c1 | -6%
Cc1ccc(N(CC(=O)O)S(=O)(=O)c2ccccc2)cc1Cl | -4%

Three compounds from above, arranged by molar mass, low to high.
SMILES | EphA4 KYL inhibition
CCOc1cc(C2Nc3ccccc3C(=O)N2Cc2ccccc2)ccc1O (centres undefined) | -9%
O=C(Nc1cnn(Cc2c(Cl)cccc2Cl)c1)c1ccc([N+](=O)[O-])cc1 | 6%
CCn1c(SCC(=O)N2CCCC2)nnc1-c1ccc(S(=O)(=O)N2CCCCCC2)cc1 | -18%

Other structures follow:
SMILES | EphA4 KYL inhibition
CCOC(=O)CCNC(=O)Nc1ccc2nc(C)n(Cc3ccc(Cl)cc3)c(=O)c2c1 | 3%
CN(C(=O)c1ccc2c(c1)OCO2)C1(C(=O)NC2CCCCC2)CCCCC1 | 20%
CCOC(=O)N1CCC(NC(=O)CSc2cc(=O)n(CC)c3ccccc23)CC1 | -9%
COc1cccc(C(=O)CSc2nnc(CNS(C)(=O)=O)n2-c2ccc(C)cc2)c1 | -8%
CCOC(=O)c1c(C)nc2sc3c(=O)n(-c4ccc(OC)cc4)nnc3c2c1-c1ccc(OC)cc1 | -14%
Cc1ccccc1NC(=O)C(=O)NCc1ccccc1 | 2%
Cn1c2ccc(CC(=O)O)cc2c2cc(CC(=O)O)ccc21 | -1%
O=C1CC(c2ccc(S(=O)(=O)NC3CC3)cc2)CN1 (centres undefined) | 8%
Cc1cccc(C)c1NC(=O)c1ccc(CN2CCc3ccccc3C2)cc1 | -5%&-6%
COc1ccc(NC(=O)c2ccccc2O)c(OC)c1 | -1%
COc1ccc(-c2nnc(NC(=O)C(C)C)s2)c(OC)c1 | -4%
O=C(OCCCN=C1NS(=O)(=O)c2ccccc21)c1ccccc1F | -6%
CN1CCN(NC(=O)c2ccc(F)cc2)CC1 | -11%
CCCc1nnc(NC(=O)c2ccc(N3C(=O)C4C5C=CC(C5)C4C3=O)cc2)s1 (centres undefined) | 2%
CCOC(=O)C(=O)/C(C#N)=C/Nc1ccc(Cl)cc1 | -8%

Some of the entries above, set out differently.
EphA4 KYL inhibition,mol
-5%&-6%,Cc1cccc(C)c1NC(=O)c1ccc(CN2CCc3ccccc3C2)cc1
-1%,COc1ccc(NC(=O)c2ccccc2O)c(OC)c1
-4%,COc1ccc(-c2nnc(NC(=O)C(C)C)s2)c(OC)c1
-6%,O=C(OCCCN=C1NS(=O)(=O)c2ccccc21)c1ccccc1F
-11%,CN1CCN(NC(=O)c2ccc(F)cc2)CC1

The list goes on.
SMILES | EphA4 KYL inhibition
CC(=O)N(C)C1=C(N2CCOCC2)C(=O)c2ccccc2C1=O | -6%
Cn1cnnc1Sc1nc2ccccc2nc1NS(=O)(=O)c1ccccc1 | -7%
CCOC(=O)c1ccc(OCC(=O)c2ccc(O)cc2O)cc1 | -3%
O=C(CCN1C(=O)c2cccc3cccc(c23)C1=O)N1CCN(Cc2ccc3c(c2)OCO3)CC1 | -8%
N#CCCC12CCCCC1=Nc1ccccc12 (centres undefined) | -9%
COCCNC(=O)COC(=O)/C=C/c1cnc2ccccc2n1 | -30%
CCn1c(SCC(=O)Nc2nc3ccc(C)cc3s2)nc2c(c1=O)SC(C)C2 (centres undefined) | 3%
O=C(Nc1cc(C(F)(F)F)ccc1F)C1CCCC1 | -3%
CCCc1cc(=O)n2[nH]c(-c3ccc(F)cc3)cc2n1 | -3%
CCOc1ccccc1C(=O)Nc1cccc(-c2nnc(-c3ccccc3)o2)c1 | -3%
CCOC(=O)c1[nH]c2ccccc2c1NC(=O)CN1CCCCC1 | 4%
COc1cccc(C=Nc2ccccc2C(=O)Nc2nccs2)c1OC | -27%
O=C(NC1CCCc2ccccc21)C1CCC(CNS(=O)(=O)c2cccc3nsnc23)CC1 (centres undefined) | 2%
O=C(CSCC(=O)Nc1ccc2ccccc2c1)NCc1ccccc1 | 0%&-17%
Cc1ccc(NS(=O)(=O)c2cc(C(=O)NCc3ccccn3)ccc2Cl)cc1 | -9%
O=C(O)c1ccc(CSc2nnc(-c3ccco3)o2)cc1 | -10%
Cc1nc2ccc3nc(NC(=O)c4ccc5c(c4)OCCO5)sc3c2s1 | 0%
Cc1nc2ccccc2n1S(=O)(=O)c1ccc2ccccc2c1 | -6%
Cc1oc(-c2ccccc2F)nc1CS(=O)CC(=O)NCc1cccs1 (centres undefined) | -8%
CN(C)c1ccnc(SCc2ccccc2Cl)c1C#N | 5%
O=C1CC(c2ccccc2)CC(O)=C1C=NCc1ccccc1Cl (centres undefined) | -15%
Cc1ccsc1C(=O)NNC(=O)Nc1ccc(Cl)c(Cl)c1 | -5%
CC(=O)N1CCN(c2cccc(C)c2C)CC1 | -12%
CSc1cc(-c2ccccc2)n(Cc2ccccc2Cl)c(=O)c1C#N | -4%
COc1cccc(C2C(C(=O)NCc3ccccc3)=C(C)Nc3ncnn32)c1 (centres undefined) | 1%
O=C(/C=C/c1cccc(C(F)(F)F)c1)Nc1cccc([N+](=O)[O-])c1 | 0%
Cc1cc(S(=O)(=O)Nc2cccnc2)c(C)s1 | -10%
Cc1c(NC(=S)NC(=O)c2ccco2)cccc1-c1nc2ncccc2o1 | -15%
CCOC(=O)c1nnn(CC(=O)Nc2ccccc2OC)c1C(=O)OCC | -14%
Cc1ccc(C)n1CCN1CCN(C(=O)c2ccco2)CC1 | -14%
O=C(/C=C/c1ccc2c(c1)OCO2)Nc1ccc(F)cc1 | -10%
CC(/C(O)=C(\C#N)c1nc2ccccc2n1C)N1C(=O)c2ccccc2C1=O (centres undefined) | -15%
CCCCOC(=O)Nc1nc(C)c(C(=O)OCC)s1 | -4%
O=C(Cc1ccccc1)NCC1CCCO1 (centres undefined) | -4%
Cc1cc(C)n(-c2cc(N3CCN(C(=O)c4ccc(C(C)(C)C)cc4)CC3)ccc2[N+](=O)[O-])n1 | -9%
COc1ccc(-c2ccc(SCC(=O)N3CCOCC3)nn2)cc1 | -10%
Cc1ccsc1/C=C1/SC(=O)N(CC(=O)N2CCOCC2)C1=O | -3%
CCOC(=O)N1CCC2(CC1)CC(=O)c1cc(O)ccc1O2 | -9%
Cn1c(=O)oc2cc(S(=O)(=O)N3CCCC(C(=O)Nc4nccs4)C3)ccc21 (centres undefined) | -37%
CSc1nncn1/N=C/c1ccccc1F | -6%
CCCN1C(=O)C(NC(=O)c2ccncc2)(C(F)(F)F)C2=C1CC(C)(C)CC2=O (centres undefined) | -2%
Cc1ccc2nc(NC(=O)c3cccc(-c4cc5ccccc5oc4=O)c3)sc2c1 | -15%
Cc1ccc(N2CC(C(=O)OCc3ccc([N+](=O)[O-])cc3)CC2=O)cc1 (centres undefined) | -8%
NNC(=O)c1cc2c(s1)CCCCCC2 | -4%
COc1ccc(S(=O)(=O)N2CC3CCCN3c3cc(C(F)(F)F)ccc32)cc1 (centres undefined) | -10%
Cc1nn(C(C)(C)C)c(OC(=O)c2ccco2)c1Sc1ccccc1 | -7%
CCSc1nnc(NC(=O)c2ccc3ccccc3n2)s1 | -13%
Cc1ccc(Nc2nc(N3CCOCC3)nc(N3CCOCC3)n2)cc1 | -4%
Cc1ccc(C2N(c3cccc(Cl)c3)C(=O)C3CCCN32)o1 (centres undefined) | 1%
O=[N+]([O-])c1cccc(-c2nnn(C34CC5CC(CC(C5)C3)C4)n2)c1 | -22%
